# MDM2 E3 inh: blocks human Mdm2 ubiquitin ligase activity; Q00987; cell-based MDM2 ubiquitination luciferase reporter, 2 h; 0 = plate control, 100 = twice control, blank-subtracted; signal enhancement, % at 5 µM; actives 0.11% (n = 210,000);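 active = signal enhancement of 30% or more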;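 also: luminescence tracks abundance of the self-degrading MDM2-luciferase fusion protein; higher signal means inhibition of MDM2 E3 ligase activity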
# Target sequence (Q00987 whole entry, looked up, the tested form may be a part): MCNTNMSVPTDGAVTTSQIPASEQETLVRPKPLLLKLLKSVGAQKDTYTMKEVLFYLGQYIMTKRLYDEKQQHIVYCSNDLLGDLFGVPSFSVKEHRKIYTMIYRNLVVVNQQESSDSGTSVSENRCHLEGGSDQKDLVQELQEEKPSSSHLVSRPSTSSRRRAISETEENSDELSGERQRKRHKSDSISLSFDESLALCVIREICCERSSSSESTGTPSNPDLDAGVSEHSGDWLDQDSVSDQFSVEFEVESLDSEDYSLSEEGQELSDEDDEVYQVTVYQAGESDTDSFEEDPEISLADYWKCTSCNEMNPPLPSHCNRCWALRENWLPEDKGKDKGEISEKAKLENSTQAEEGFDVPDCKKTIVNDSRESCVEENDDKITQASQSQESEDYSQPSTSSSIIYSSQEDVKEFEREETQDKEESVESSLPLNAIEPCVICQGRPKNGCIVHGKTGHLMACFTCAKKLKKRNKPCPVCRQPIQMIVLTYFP
#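 Timing – 2 h compound exposure at 37 °C · Assay system – mammalian cells stably expressing self-ubiquitinating, self-degrading MDM2 E3–luciferase fusion · Amount – 2000 cells seeded into each well · Measure – % luminescence enhancement versus blank-corrected plate control mean · Measured by – SteadyLite luminescence, 15 min reagent step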
# NPY-Y2 PAM-ag: potentiates or activates human NPY-Y2 receptor | cells expressing NPY-Y2, potentiator/agonist read-out | activation, % at 3.6 µM | actives 0.45% (n = 220,000) | AID 1359; in the data active = activation above about 27%;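 also: cells stimulated with NPY near EC25 plus isoproterenol at EC100; 0% = vehicle plus submaximal agonist and 100% = vehicle plus saturating agonist; some results beyond the cut were filed as inactive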
# Target sequence (P49146 whole entry, looked up): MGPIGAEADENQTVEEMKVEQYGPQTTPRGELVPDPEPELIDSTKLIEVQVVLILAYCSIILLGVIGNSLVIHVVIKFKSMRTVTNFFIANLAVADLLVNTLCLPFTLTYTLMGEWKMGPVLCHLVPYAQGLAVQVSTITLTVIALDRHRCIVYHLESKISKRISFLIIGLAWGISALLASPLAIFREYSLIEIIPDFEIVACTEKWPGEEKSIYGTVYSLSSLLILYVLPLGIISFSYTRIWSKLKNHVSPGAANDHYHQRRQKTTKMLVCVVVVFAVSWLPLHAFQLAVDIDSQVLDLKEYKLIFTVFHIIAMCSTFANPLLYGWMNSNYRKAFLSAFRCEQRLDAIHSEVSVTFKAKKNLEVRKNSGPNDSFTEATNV
# eIF4E-4G inh: eIF4E/eIF4G interaction inhibition in translation initiation | P63073+Q04637 | TR-FRET eIF4E-eIF4GI(517-606) binding, 2 h | inhibition, % at 21.7 µM | actives 0.37% (n = 220,000) | AID 782;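 active = inhibition above about 30%, limit read from the data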;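 also: 0% = full FRET control wells and 100% = background wells lacking eIF4GI fragment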
# S1P4 ag: activates the human S1P4 receptor | O95977 | S1P4-expressing cell line, agonist reporter assay | activation, % at 4.98 µM | actives 0.35% (n = 220,000) | AID 1509; in the data active = activation above about 11%;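 also: 0% = DMSO vehicle and 100% = reference agonist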
# S1P4 antagonist: human S1P4 receptor antagonism. O95977. inhibition, % at 4.98 µM. S1P4-expressing cells, antagonist mode, reporter read-out. AID 1510. actives 0.26% (n = 220,000); in the data active = inhibition above about 29%;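 also: 0% = wells stimulated with agonist and 100% = vehicle wells without agonist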
# Ba/F3 V617F tox: loss of viability in JAK2V617F-driven Ba/F3 cells; actives 1.1% (n = 220,000); inhibition, % at 5.6 µM; Ba/F3 EpoR-JAK2V617F viability, ATP luminescence;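 active = inhibition above the campaign mean plus 3 SD over all tested compounds, cut at about 24% in these data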;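 also: cytokine-independent growth of Ba/F3 cells driven by EpoR plus mutant JAK2; 0% = DMSO-treated cells and 100% = JAK inhibitor I control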
# PERK inhibitor: human PERK inhibition, primary cell-based screen. CHO PERK-DD fusion, SEAP luminescence translation reporter. actives 0.17% (n = 220,000). AID 1416. Q9NZJ5. inhibition, % at 5.6 µM;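 active = inhibition above the mean inhibition of all tested compounds plus 3 SD, set separately per screening campaign, cut at about 2.9% in these data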;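 also: PERK kinase domain activated by AP20187 dimerizer at 100 nM; 0% = DMSO with dimerizer and 100% = rapamycin at 8.4 µM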
# Wee1 degr inh: blocks degradation of human Wee1 kinase; P30291; HeLa Luc-Wee1K328M stability, luciferase luminescence; 100% = proteasome inhibitor MG132 effect; reporter increase, % at 5 µM; actives 1.2% (n = 220,000);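 active = activation above the mean of all tested compounds plus 3 SD, set per screening run, cut at about 8.8% in these data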;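 also: cells exposed to compound for 20 h before luminescence read; 0% = DMSO alone and 100% = MG132 at 30 µM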
# BaF3 tox: reduces parental Ba/F3 cell viability, JAK2V617F counter-screen. AID 1486. inhibition, % at 5.6 µM. CellTiter-Glo ATP luminescence. actives 1.1% (n = 220,000);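 active = inhibition above a per-campaign cutoff, the mean inhibition of all tested compounds plus 3 SD, cut at about 27% in these data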;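 also: 0% = DMSO wells and 100% = JAK Inhibitor I control wells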
# * hit, by the source's call; · = no result given; [ ] = another dose, or the depositor's remark. This is a random part of the collection. About 4.1% of those tested had a hit in this group.
SMILES,MDM2 E3 inh,NPY-Y2 PAM-ag,eIF4E-4G inh,S1P4 ag,S1P4 antagonist,Ba/F3 V617F tox,PERK inhibitor,Wee1 degr inh,BaF3 tox
O=C(O)c1ccccc1N/N=C/C1=C(N2CCOCC2)C(=C\c2ccccc2)/CC1,-4,19,0,0.8,-5,-3,-0.4,-2,-2
COc1ccc(O)c(C(=O)CC(=O)c2ccc(F)cc2)c1,-54,-11,11,1.2,-1,0,-0.2,-5,2
CC(=O)c1ccc(N2CCN(C(=S)Nc3ccc(Oc4ccccc4)cc3)CC2)cc1,-16,39*,0,0.7,-16,1,0.0,2,1
COC(=O)[C@H](CCSC)NC(=O)Nc1ccc(OC)cc1,-4,-7,8,0.5,-9,-1,0.2,-1,1
O=C(NCCN1C(=O)S/C(=C\c2ccc(Cl)cc2)C1=O)c1ccc(F)c(S(=O)(=O)N2CCOCC2)c1,4,9,-13,-0.2,-1,-1,0.4,5,3
Cn1cnnc1SCC(=O)NNC(=O)COc1ccc(Cl)cc1,-11,-3,-1,0.6,-5,3,0.9,1,-3
O=C(c1cc(S(=O)(=O)N2CCOCC2)c(Cl)cc1Cl)N1CCCCC1CO (centres undefined),-44,-5,-1,-0.6,-11,0,0.7,2,0
CC1CCCN(C(=O)Cn2cnc3c2c(=O)n(C)c(=O)n3C)C1 (centres undefined),-8,11,-13,3.0,-3,0,0.2,1,4
Cc1ccc(SCC(=O)NCc2ccncc2)cc1,2,13,-2,0.3,-6,-3,0.9,2,2
Cc1nccn1CC(=O)N/N=C/c1cc(Br)cs1,1,7,4,-2.1,5,-1,1.1,4,-2
C[C@@H]1O[C@@H](Oc2c(-c3cc(O)c(O)c(O)c3)oc3cc(O)cc(O)c3c2=O)[C@H](O)[C@H](O)[C@H]1O,·,1,8,1.9,5,-2,0.6,-4,9
Cc1ccc(OCC(=O)NC2CCCc3ccccc32)c(C)c1 (centres undefined),-9,-14,-1,-0.8,-6,-1,-0.4,-2,2
COc1ccc(CC(CC(=O)O)C(=O)NCc2ccccc2)cc1 (centres undefined),-17,-11,-1,0.5,-2,0,0.5,2,3
CCn1c(SCC(=O)Nc2ccc(OC)c(OC)c2)nnc1-c1ccco1,-15,-7,-1,0.2,-13,0,-1.7,0,-1
CC(=O)NCCOc1cccc2ccccc12,-4,7,-2,0.2,-6,-2,-0.1,-1,0
Cc1[nH]n2c(=O)cc(Cc3ccccc3)nc2c1C#N,-1,-1,2[fluorescence artefact?],-0.7,-7,-4,1.5,0,5
CCSc1ccc(NC(=O)c2cccnc2)cc1,10,9,8,1.3,-5,-5,0.9,0,1
CSc1nc(-c2ccccc2)nc(N2CCN(C)CC2)c1C(C)=O,-12,-10,-5,-0.1,-12,-2,-1.3,1,7
CCC(=O)N(CC)c1nc(-c2ccc(OC)cc2)cs1,-20,4,-1,-2.7,-2,-6,0.1,-4,-4
COC(=O)c1sc(-c2ccc(Cl)cc2)cc1NC(=O)c1ccccc1C(=O)O,-2,2,3,2.4,3,-5,0.7,-1,-1

# The final four entries of the section above lead into the next:
SMILES,MDM2 E3 inh,NPY-Y2 PAM-ag,eIF4E-4G inh,S1P4 ag,S1P4 antagonist,Ba/F3 V617F tox,PERK inhibitor,Wee1 degr inh,BaF3 tox
CCSc1ccc(NC(=O)c2cccnc2)cc1,10,9,8,1.3,-5,-5,0.9,0,1
CSc1nc(-c2ccccc2)nc(N2CCN(C)CC2)c1C(C)=O,-12,-10,-5,-0.1,-12,-2,-1.3,1,7
CCC(=O)N(CC)c1nc(-c2ccc(OC)cc2)cs1,-20,4,-1,-2.7,-2,-6,0.1,-4,-4
COC(=O)c1sc(-c2ccc(Cl)cc2)cc1NC(=O)c1ccccc1C(=O)O,-2,2,3,2.4,3,-5,0.7,-1,-1
COc1ccccc1NS(=O)(=O)c1cc(NC(=O)c2ccncc2)ccc1N1CCOCC1,-8,-6,-2,-4.1,-4,0,-0.4,0,11
O=C(CSc1nc2ncc(Br)cc2[nH]1)Nc1ccc2c(c1)OCO2,-1,-15,-2,29*,-1,-3,0.9,2,-1
O=C(O)c1ccc(-c2nc(-c3ccccc3)cs2)cc1,-12,7,3,0.2,-17,-3,0.1,9.6*,2
Cc1nc(SCC(=O)NCc2ccccc2)c2oc3ccccc3c2n1,-9,10,-6[fluorescence artefact?],-1.2,-15,-2,-0.7,2,-2
Cc1ccccc1NC(=O)c1ccc2c(c1)C(=O)N(CCC(C)C)C2=O,-15,-7,-16,-1.1,17,3,0.0,1,4
Cc1oc(-c2cccc3ccccc23)nc1CN1CCC[C@H]1CO,4,-8,-1,-1.0,-14,-2,0.2,-1,6
O=C(CSc1nc(-c2ccccc2)c(-c2ccccc2)[nH]1)NCCN1C(=O)CSC1=O,-12,3,2,-0.4,-14,-3,-0.5,4,3
COc1ccc(/C=C/C(=O)Oc2ccc(/C=N/NC(=O)COc3c(C)cccc3C)cc2)cc1,-3,-10,-17[fluorescence artefact?],1.9,-4,-6,0.7,1,-3
O=C(N/N=C/c1cccc2cccnc12)[C@H]1C[C@@H]1c1ccccc1,-8,-27,-5,-2.2,-5,1,0.9,-3,2
O=C(NCC1CCCO1)C1CCN(C(=O)c2ccc(Br)cc2)CC1 (centres undefined),-11,3,-15,-0.9,-7,-4,0.1,4,-1
Cc1cc(N2CCN(S(=O)(=O)c3ccc(Br)cc3)CC2)n2ncnc2n1,-38,-11,1,-2.7,1,1,-0.2,1,10
Cc1ccc(S(=O)(=O)N2CCC(C(=O)NCCN3CCCCCC3)CC2)cc1,3,0,-20,-0.8,-16,-1,-0.1,-2,1
COc1ccc2nc(SCC(=O)NC(C)(C)C)[nH]c2c1,10,-12,3,-0.1,-7,1,0.1,-1,1
Fc1cc2ncn(Cc3ccccc3)c2cc1F,-10,-2,5[fluorescence artefact?],2.8,-4,3,-0.5,2,2
NC(=O)/C(=C\c1cccnc1)NC(=O)c1ccccc1,-41,1,-5,-1.1,-7,0,1.7,1,4
Cc1ccc(NC(=O)Nc2sc(=S)n(C)c2C)cc1,-54,6,1,-3.4,4,-4,-0.2,1,5
COc1cc(SC)ccc1C(=O)N(C)Cc1ccccc1,-3,7,-10,-0.3,-10,-1,-0.3,5,0
OCCNC(=S)Nc1ccc2nsnc2c1,2,5,2,1.4,-2,-1,-0.2,-2,3
O=C(Nc1ccncc1)c1cccc2ccccc12,-10,-7,-1,-0.3,-8,1,-0.4,2,-2
CCOC(=O)Nc1oc2ccccc2c(=O)c1C,·,1,1,0.2,3,0,0.4,-3,8
Cn1c(N)c(C(=O)CSc2nc(N)cc(N)n2)c(=O)n(C)c1=O,-3,5,2,1.0,1,2,0.8,3,6
COc1cc(/C=C/C(=O)Nc2nc3ccc(S(=O)(=O)N(C)C)cc3s2)cc(OC)c1OC,-15,3,4,2.8,-17,2,-0.2,0,6
CC1Cc2ccccc2N1C(=O)c1ccc2c(c1)nnn2C (centres undefined),-6,3,4,-0.6,-9,-1,1.0,0,4
Cc1ccc(/C=[N+](/C)[O-])cc1,0,-1,0,1.1,-7,-3,1.6,0,1
CCOc1ccc(NC(=O)C(C)SC(N)=O)cc1 (centres undefined),-85,19,0,0.1,3,-1,1.2,0,0
O=C(O)C1CCCCC1C(=O)Nc1cccc(Cl)c1Cl (centres undefined),-4,-2,9,-1.2,-8,-2,1.7,-1,0
COc1cc2c(cc1NC(=O)Cc1ccc(C)cc1)oc1ccccc12,4,-9,-7,2.5,7,-1,-0.1,-1,2
O=C(O)c1cc2c(o1)CCC/C2=N\O,-16,-21,-3,0.5,15,6,1.1,0,16
COC(=O)CN(C#N)c1nc(N(C)C)nc(N(C)C)n1,-20,1,2,-0.2,-14,-1,-0.2,0,-1
Cn1cccc1C(=O)OCC(=O)Nc1ccc2c(c1)CCC2,-5,-3,1,-0.1,-1,-1,2.2,3,-2
Cc1cc(Br)ccc1OCC(=O)N(Cc1nc(-c2ccccc2)no1)C(C)C,6,-18,-7,0.5,-23,-2,-0.1,0,2
CC(=O)OC(C(=O)NC1CCCCC1)c1ccc(C#N)cc1 (centres undefined),-16,15,-5[fluorescence artefact?],-1.1,-8,-4,-0.1,9,-1
CCOC(=O)c1ccc(Nc2cc(C)nc3nc(C)nn23)cc1,·,-4,0,1.1,-3,-5,0.1,-1,0
O=C(CSc1ccc(-c2cccs2)nn1)N1CCCCC1,-14,-2,-2[fluorescence artefact?],0.0,-10,0,-0.2,0,7
CNc1ccc(/C=C/C(=O)c2ccc(C)cc2)cc1[N+](=O)[O-],1,5,-2[fluorescence artefact?],0.8,-12,-4,1.3,1,6
O=C(/C=C/c1ccco1)Nc1ccccc1C(=O)O,-41,1,8,-2.5,-1,5,1.3,3,13
O=C(CCC1N=C2c3ccccc3N=C(SCC(=O)NCc3ccco3)N2C1=O)NCc1ccco1 (centres undefined),-7,1,5,1.6,-19,-2,-0.2,-1,-1
O=C(N/N=C/c1ccc(-c2ccc(Br)cc2)o1)c1ccc2c(c1)OCO2,-22,0,8,0.1,1,-3,0.2,1,0
C=CCc1cccc(CNc2c(C)cc(C)cc2C)c1O,3,8,0,1.0,14,-2,1.2,-1,1
CCN(C1CCCCC1)S(=O)(=O)c1ccc(S(=O)(=O)NCc2ccncc2)cc1,-26,8,-1,-3.0,-1,45*,-1.2,-3,55*
COc1ccc(N2CCN(c3ncnc4c3[nH]c3ccccc34)CC2)cc1,-28,9,5,-1.6,-3,-2,-1.9,-1,6
COC(OC)c1ccc(C#N)c(=O)[nH]1,-22,2,7,0.4,-11,7,0.4,1,8
Cc1ccnc(SCC(=O)Nc2c(C)n(C)n(-c3ccccc3)c2=O)n1,-5,5,-4,2.5,-3,0,-1.0,-1,2
Cc1n[nH]c(C)c1Sc1ccccc1N=Cc1cc(Cl)cc([N+](=O)[O-])c1O,-13,5,-20,-1.3,-12,-3,-0.1,-1,7
O=C(Cc1cccs1)N(Cc1cccs1)C1(C(=O)NC2CCCC2)CCCCC1,-22,-11,-4,2.2,7,4,-0.7,1,3
Cc1ccc(OCC(=O)N/N=C\c2ccco2)c(C)c1,4,5,0,0.4,7,-8,1.0,0,-3
CCc1noc(C)c1C(=O)Nc1nc(-c2ccc(Cl)cc2Cl)cs1,-1,-1,3[fluorescence artefact?],0.1,-14,-2,0.2,0,6
CCOC(=O)NC(=O)CSc1nnc(C2CC2)n1Cc1ccco1,-3,4,1,0.7,6,-3,1.4,-2,7
Cc1ccn(C(=O)c2ccc(NC(=O)C3CC3)cc2)n1,2,-11,1,-0.4,9,-3,0.3,0,-1
COc1ccc(C(=O)ON=C2c3ccccc3-c3ccccc32)cc1OC,3,16,23,1.9,-19,-5,0.7,2,0
COc1cc(/C=C2\SC(=S)N(NS(=O)(=O)c3ccc(C)cc3)C2=O)cc(OC)c1OC,-13,-10,0,1.9,-22,-2,-0.4,0,-1
COc1ccc(CC(=O)NC(CC(=O)O)c2cccc([N+](=O)[O-])c2)cc1 (centres undefined),-6,7,0,1.5,-12,-1,0.6,1,3

# Assay outcomes from PubChem.
